BRCA1 expr act: increases BRCA1 expression | MCF7-BRCA1-FFLuc reporter, luminescence, 48 h; response scale: scaled: vehicle 0%, 10 µM genistein 100% | Potency, µM (doses to about 46.1 µM), without a hit: at the top dose activation, usual class: activators | 380,000 tested, 1.1% active | AID 624202; also: potency is read from the fitted curve at half-maximal effect; nearly all actives have a fitted effect of over 80% in size; some results filed as inactive show a strong effect at the top dose
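Reporter cells (MCF7, BRCA1 promoter-firefly luciferase) received library compounds across a concentration series for 48 h. End-point luminescence was measured and concentration-effect curves derived after normalization.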
TRPV1 ag: agonists of human vanilloid receptor 1 (TRPV1) | Q8NER1 | TRPV1-expressing cells, Fluo-8 calcium influx, agonist mode | activation, % at 8.33 µM | 320,000 tested, 0.19% active; in the data active = activation above about 80%; inconclusive = between about 30% and that limit; also: 0% is about no effect
Target sequence (Q8NER1 whole entry, looked up): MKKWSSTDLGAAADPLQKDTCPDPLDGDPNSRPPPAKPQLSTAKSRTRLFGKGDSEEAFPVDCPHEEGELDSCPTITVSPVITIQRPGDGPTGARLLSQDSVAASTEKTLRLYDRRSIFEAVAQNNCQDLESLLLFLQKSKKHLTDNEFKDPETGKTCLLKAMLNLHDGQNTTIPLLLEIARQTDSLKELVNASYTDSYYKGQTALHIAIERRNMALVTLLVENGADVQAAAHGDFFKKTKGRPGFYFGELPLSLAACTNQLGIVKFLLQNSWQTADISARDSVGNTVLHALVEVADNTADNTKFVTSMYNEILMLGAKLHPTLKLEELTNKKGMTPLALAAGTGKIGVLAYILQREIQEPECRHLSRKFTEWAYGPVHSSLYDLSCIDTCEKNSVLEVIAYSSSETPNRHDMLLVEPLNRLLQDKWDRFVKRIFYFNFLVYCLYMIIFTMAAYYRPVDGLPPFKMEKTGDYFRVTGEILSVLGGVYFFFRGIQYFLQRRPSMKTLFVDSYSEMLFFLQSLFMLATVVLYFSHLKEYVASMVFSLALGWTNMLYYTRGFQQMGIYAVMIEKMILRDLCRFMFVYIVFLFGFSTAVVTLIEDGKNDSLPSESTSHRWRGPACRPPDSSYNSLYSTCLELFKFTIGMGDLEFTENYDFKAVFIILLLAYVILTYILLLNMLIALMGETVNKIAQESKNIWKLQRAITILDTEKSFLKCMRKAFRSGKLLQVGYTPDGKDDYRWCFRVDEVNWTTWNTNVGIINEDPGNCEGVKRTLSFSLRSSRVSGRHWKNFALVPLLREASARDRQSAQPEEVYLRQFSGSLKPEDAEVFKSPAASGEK
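Cells expressing TRPV1 were dye-loaded with Fluo-8 and read kinetically: 10 s baseline, 3 min after compound (agonist portion), then 2 min after EC20 capsaicin (allosteric enhancer portion). Calcium-bound dye fluorescence at 480/520 nm.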
Integrin act MD: activators of alpha7 integrin expression for muscular dystrophy; AID 624291; 350,000 tested, 0.064% active; alpha7betagal myoblasts, beta-gal FDG fluorescence, 48 h; Potency, µM (top dose mostly 38.3 µM), without a hit: at the top dose activation, actives largely listed as activators;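 also: potency is read from the fitted curve at half-maximal effect; 100% = response of the positive control SU9516; nearly all actives have a fitted effect of over 60% in size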
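Alpha7betagal+/- myoblasts (passage 13) were plated 16-24 hr, then exposed to compounds (1:260 dilution of DMSO stock) for 48 hours at 37C. After MPER lysis, β-galactosidase reporter activity was read as FDG fluorescence (ex 480/em 540) after 30 minutes.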
TSG101-PTAP inh: blocks PTAP/TSG101 interaction to inhibit HIV-1 budding; Q99816; Fluorescence polarization, FITC-PTAP peptide / Tsg101 binding; Potency, µM (doses to about 115 µM), inactives show at the top dose activity change, negative = inhibition, usual class: inhibitors; 340,000 tested, under 10 active; AID 493005; active = well fitted inhibition curve with a large enough effect in the main read-out, with a control signal flat, not every such curve was filed as active; inconclusive = small, poorly fitted or top-dose-only effect, or effect the other way, or a change in a side signal; inactive = no such curve, though single readings can be large or run the other way; also: potency is read from the fitted curve at half-maximal effect; % of control where 0% means no effect
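Fluorescence polarization binding of Tsg101 binding domain (10 uM final) to FITC-labeled PTAP peptide (50 nM final) in HEPES pH 7.5 buffer with NaCl, Tween 20, EDTA, TCEP. Compounds added before peptide; binding 20 min at RT.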
AT treatment: candidate therapy for ataxia-telangiectasia. […] A-T fibroblasts, KAP-1 phosphorylation AlphaLISA; neocarzinostatin DNA damage 30 min before lysis. Potency, µM (series often up to 57.5 µM), for the others: at the top dose activation, hits mostly activators. 320,000 tested, 0.19% active; also: potency is read from the fitted curve at half-maximal effect; % of control where 0% means no effect; nearly all actives have a fitted effect of over 45% in size
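ATM-like activity read as KAP-1 phosphorylation via AlphaLISA donor/acceptor antibody pairs after lysis and 6 hr at 25C. Cells were ATM-null patient fibroblasts ([…], hTERT), dosed 60 min, then exposed to the DSB inducer NCS for 30 min.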
TCR activator: activates T cell receptor signaling; Potency, µM (highest dose often 9.22 µM), inactives show at the highest dose activation of IL-2 secretion, usual class: activators; AID 504894; 330,000 tested, under 10 active; primary human leukocytes, anti-CD3, IL-2 HTRF, 48 h; also: % of control where 0% means no effect
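IL-2 produced over 48 hr by a-CD3 bead-stimulated primary human leukocytes exposed to compounds was detected with a homogeneous time-resolved FRET immunoassay, 665nm acceptor signal after 320nm excitation.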
B2AR arrestin: agonists driving beta-arrestin recruitment to human beta2-adrenergic receptor; P07550; beta-arrestin recruitment to beta2AR, cell-based reporter; Potency, µM (highest dose often 46.1 µM), inactives show top-dose activation, hits mostly activators; 330,000 tested, 0.02% active; AID 492947;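 also: potency is read from the fitted curve at half-maximal effect; 0% = DMSO controls and full agonism = EC100 isoproterenol or metaproterenol; nearly all actives have a fitted effect of over 65% in size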
MLL CXXC-DNA inh: MLL CXXC-DNA interaction inhibition | MLL-CXXC / FITC-HOXA9 DNA fluorescence polarization | Q03164 | AID 2662 | 290,000 tested, 0.037% active | Potency, µM (titrated, usually from 115 µM), for inactives: top-dose activity change, negative = inhibition, most hits filed as inhibitors; active = well fitted inhibition curve with a large enough effect in the polarisation, with a control signal flat, not every such curve was filed as active; inconclusive = small, poorly fitted or top-dose-only effect, or effect the other way, or a change in a side signal; inactive = no such curve, though single readings can be large or run the other way; the % refers to the polarisation; also: potency is read from the fitted curve at half-maximal effect
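Fluorescence polarization: 7 uM MLL-CXXC (stock) preincubated 5 min with compounds, then 50 nM fluorescein-HOX-A9 DNA (stock) added; 30 min ambient. Buffer 50 mM Tris-HCl pH 7.5, 50 mM NaCl, 1 mM DTT, 0.05% BSA.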
p53 reactivation: mutant p53 re-activation in reporter cells. Potency, µM (highest dose often 92.2 µM), for the others: at the top dose activity change, positive = activation, usual class: activators. AID 504706. H1299 p53-A138V BP100-luciferase reporter, luminescence, 24 h. 320,000 tested, 0.063% active; also: potency is read from the fitted curve at half-maximal effect; % of control where 0% means no effect; nearly all actives have a fitted effect of over 45% in size
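p53-null H1299 cells stably carrying temperature-sensitive p53-A138V and a BP100-luciferase reporter were pinned with compounds (4-point, 1:5 series) and held 24 hrs at 37 deg C. Luminescence was read 10 min after detection reagent.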
ELG1 repair inh: ELG1-dependent DNA repair inhibition. AID 504467. HEK293T ELG1-luciferase reporter, luminescence, 16 h; DNA damage induced by 5-fluorouridine. 330,000 tested, 2.3% active. Potency, µM (series often up to 46.1 µM), without a hit: at the highest dose activity change, negative = inhibition, usual class: inhibitors; also: potency is read from the fitted curve at half-maximal effect; % is scaled to controls: 0 for no effect and ±100 for the full control effect; nearly all actives have a fitted effect of over 55% in size
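DMSO vehicle served as the neutral condition. Each well held 2,000 cells given 5-fluorouridine plus compound; after 16 hr at 37 °C/5% CO2, ONE-Glo was added and luciferase measured 30 min later.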
Starred values were filed as active, the others as inactive; ? = inconclusive; / = not tested or not shown; & = joins results of further samples; [ ] = another dose, or the depositor's remark. Unless noted, calls follow the shape of the dose curve; as a rule, active = well fitted curve in the direction sought with a large enough effect; inconclusive = small, poorly fitted or top-dose-only effect, or another doubt; inactive = no such curve, though single readings can be large; an effect the other way counts as inactive or inconclusive. Not a hit list; any-hit rate near 3.8%.

SMILES	BRCA1 expr act	TRPV1 ag	Integrin act MD	TSG101-PTAP inh	AT treatment	TCR activator	B2AR arrestin	MLL CXXC-DNA inh	p53 reactivation	ELG1 repair inh
COc1ccc(NCC(=O)N/N=C/C=C/c2ccccc2[N+](=O)[O-])cc1	-22%	2	-23%	-4%	-9%	/	-0.3%	-13%	-1%	-2%
CCN(CC)S(=O)(=O)c1cccc(C(=O)N[C@H](C(=O)OCC(N)=O)C(C)C)c1	1%	2	14%	2%	2%	-12%	2.8%	7%	-1%	13%
Cc1nn(CCCC(=O)O)c(C)c1[N+](=O)[O-]	-4%	-2	1%	0%	0%	-1%	0.0%	11%	2%	3%
COCCCNC(=O)CC1C[C@H](C(=O)N2CCCCC2)[C@@]2(CCc3ccccc3)c3[nH]c4ccccc4c3CCN2C1=O (some centres not stated)	11%	/	20%	-3%	5%	5%	0.2%	/	-2%	8%
CCOc1ccc(CC(=N)C2=C(O)CC(C)(C)CC2=O)cc1OCC	-18%	-2	38%	0%	-2%	-3%	-0.8%	4%	-8%	10%
COc1ccc(NC(=O)CS(=O)CC(=O)NCc2cccc(C(F)(F)F)c2)cc1 (configuration not stated)	-26%	3	0%	-2%	29%	2%	-0.6%	10%	0%	-1%
CCOc1cc(C=O)ccc1OCC(=O)N1CCCC1	14%	-1	-14%	1%	5%[11.5 µM]	-6%	0.2%	4%	1%	12%
Cc1ccc2c(c1)sc1nc(=O)ccn12	1%	1	5%	-1%	17%	1%	-0.6%	25%	/	12%
COC(=O)c1ccc(CSc2nnc(-c3ccncc3)n2Cc2ccccc2)o1	-4%	1	23%	-1%	-8%	1%	0.4%	1%	-2%	-5%
CCCCn1c(N)c(N(CC(C)C)C(=O)CCS(=O)(=O)c2ccc(C)cc2)c(=O)[nH]c1=O	-13%	0	14%	-1%	-2%	7%	-0.1%	/	-2%	18%
O=C1CC(c2ccccc2F)c2cc3c(cc2N1)CCC3 (configuration not stated)	-79%	18	-21%	1%	-7%	0%	-0.1%	21%	18%	-12%
CCn1c(COc2ccccc2C)nc2ccccc21	7.9µM*	29	21%	-2%	-2%	-8%[46.1 µM]	-0.5%	0%	?	?
CCOC(=O)C1(CCOc2ccccc2)CCN(Cc2ccc(OC)cc2)CC1	-47%	/	?	0%	/	0%	/	/	/	/
O=C(COc1ccccc1Cc1ccccc1)Nc1cccnc1	-28%	?	-3%	0%	11%	5%	-0.5%	/	10%	?
CCN(CC(=O)Nc1ccc(NC(C)=O)cc1)C(=O)c1ccc(N2CCCC2)c([N+](=O)[O-])c1	-15%	-4	13%	-3%	-2%	0%	-0.2%	/	-6%	-3%
CC(=O)N1CCN(S(=O)(=O)c2cccc(C(=O)N(Cc3ccccc3)c3ccc(C)cc3)c2)CC1	-20%	0	-16%	1%	6%	2%	1.7%	/	-4%	10%
CCCN(CCC)CCOc1cc(C)ccc1C(C)C	-28%	3	-43%	-3%	34%	4%[46.1 µM]	-1.9%	16%	-7%	0%
O=C(/C=C/c1ccco1)NC(=S)Nc1ccccn1	58%	0	-39%	-3%	-4%	-3%	-0.4%	-8%	?	?
CC(C)[C@@H]1NC(=O)N(c2ccc(Oc3ccccc3)cc2)C1=O	28%	5	16%	-5%	2%	-1%	-0.1%	-7%	5%	-16%
O=[N+]([O-])c1cc([N+](=O)[O-])c2cc3ccccc3nc2c1	-40%	5	3%	0%	8%	3%	?	0%	19%	-5%
N#Cc1cc(-c2ccccc2)nnc1Sc1ccc(Cl)cc1	8%	24	-3%	-3%	2%	-8%	-0.4%	17%	14%	?
CCn1nc(C)cc1C(=O)N1CCCC(CCC(=O)NCc2ccccc2F)C1 (configuration not stated)	0%	1	-2%	-3%	0%	1%	-0.8%	8%	-1%	-21%
O=C(COC(=O)c1ncc(Cl)c(Cl)c1Cl)c1ccc(Cl)s1	-5%	?	-10%	1%	-3%	-10%[46.1 µM]	0.2%	?	1%	10%
O=C(Nc1ccc2c(c1)OCO2)c1cccs1	?	-4	12%	-6%	/	-8%	/	-1%	/	/
CCc1ccccc1Oc1coc2cc(O)ccc2c1=O	31%	0	15%	-3%	-20%	1%	4.1%	?	1%	22%
COc1ccc(CCNC(=S)N2CCN(S(=O)(=O)c3ccc(F)cc3)CC2)cc1	-11%	-6	-5%	-2%	13%	-2%	0.0%	/	5%	15%
Cc1nnc(SCC(=O)N2CCC(Cc3ccccc3)CC2)n(N)c1=O	-6%	1	8%	-9%	-11%	-4%	-1.4%	-8%	-4%	-10%
CC(=O)N/C(=C/c1ccccc1)C(=O)NCCO	0%	-1	-1%	-2%	2%	-2%	0.6%	0%	-1%	0%
CCOc1ccc(CN(C)CC(=O)Nc2cccc(C)c2)cc1OC	-31%	18	-22%	-1%	4%	4%	0.3%	1%	-1%	?
CCOC(=O)c1[nH]c2cc(OC)c(OC)cc2c1NC(=O)C(C)N1CCN(Cc2ccccc2)CC1 (configuration not stated)	-26%	-3	-6%	-2%	/	-1%	0.1%	6%	-8%	9.2µM*
CC1CCN(C(=O)CSc2nnc(CNC(=O)c3c(F)cccc3F)o2)CC1	-7%	2	-1%	-1%	1%	3%	-0.4%	11%	7%	1%
NNC(=O)c1ccc(CSc2nc3ccccc3[nH]2)cc1	0%	2	17%	-4%	-3%	11%	0.3%	-2%	-1%	-6%
COc1ccc(NC(=O)NCc2ccc3c(c2)OCO3)cc1	26%	?	-7%	-3%	9%	-3%	-0.6%	8%	-2%	-15%
COc1cccc(OCCCOc2ccccc2C(C)C)c1	-1%	5	2%	-3%	5%	/	-0.2%	7%	0%	-15%
O=C(Cc1ccccc1)NC(NCCc1ccccc1)C(Cl)(Cl)Cl (configuration not stated)	-38%	7	-15%	1%	1%	8%	-0.2%	0%	-1%	-13%
CCOC(=O)C1CCCN(C(=O)c2cc3cc4ccc(OC)cc4nc3o2)C1 (configuration not stated)	28%	2	-7%	-3%	13%	-3%	0.2%	2%	10%	25%
CC1(c2ccc(Cl)cc2)NC(=O)N(CC(=O)NC2CCCCC2)C1=O (configuration not stated)	-4%	/	-13%	-4%	11%	2%[46.1 µM]	-0.5%	/	-2%	-3%
Cc1ccc(S(=O)(=O)c2nc(S(C)(=O)=O)sc2N2CCOCC2)cc1	-32%	2	-48%[inhibitor]	-6%	-2%	-4%	0.4%	8%	-5%	-18%
COC(=O)CN1C(=O)[C@H]2[C@@H](c3ccc(C)o3)N3C(=O)CN(Cc4ccccc4)C(=O)[C@@]3(C)[C@H]2C1=O	0%	1	-9%	-6%	-6%	4%	-0.7%	17%	/	14%
Cc1ccc2c(C(=O)CNc3nncs3)c(C)[nH]c2c1	-20%&0%	0	25%	-9%	-2%	5%	-0.2%	-4%	6%	28%
Cc1cc(C)cc(C(=O)Nc2ccc(N3CCN(C(=O)c4ccco4)CC3)cc2)c1	-45%	-3	4%	-3%	-4%	-3%	-0.1%	-3%	6%	21µM*
CCOC(=O)CC1Sc2ccccc2NC1=O (configuration not stated)	2%	4	25%[7.66 µM]	-7%	/	/	-0.3%	1%	-15%	9%
C=CCNC(=O)c1cc(-c2ccncc2)nc2c(C)cc(C)cc12	-6%	9	-19%	-4%	5%	3%	0.0%	1%	-15%	-4%
CCCCCCCCC(=O)NNC(=O)c1c(O)c2ccccc2n(CC)c1=O	-12%	-2	8%	-1%	-3%	-5%	-0.5%	0%	-2%	-13%
COc1ccc(/C=N/NC(=O)CCSc2nc3ccccc3s2)cc1	-7%	-3	-9%	-12%	0%	0%[46.1 µM]	-0.5%	4%	-19%	?
CC(=O)c1c(C)[nH]c(C(=O)N2CCc3ccccc3C2)c1C	-42%	0	?	-4%	2%	-5%	-0.7%	-1%	-5%	?
COc1cc(OC)cc(-c2c(C#Cc3ccsc3)c3cc(-c4ccc(C(N)=O)cc4)ccc3n2C)c1	-64%	0	16%	-7%	11%	4%	-0.3%	/	-13%	?
COC(=O)CCN(C(=O)C12CC3CC(CC(C3)C1)C2)c1ccccn1	-3%	10	-11%	-3%	3%	5%	0.1%	8%	-5%	7%
CCC(=O)N1C(=O)C2(Nc3ccccc3N2)c2ccccc21	/	-2	/	/	1%	/	-1.9%	5%	1%	-4%
CNC(=S)NCc1ccc(Cl)cc1	-18%	/	13%	-2%	/	-4%	/	/	/	/

Rewritten with two lines to a compound: entries from further up.
Values run as follows: BRCA1 expr act	TRPV1 ag	Integrin act MD	TSG101-PTAP inh	AT treatment	TCR activator	B2AR arrestin	MLL CXXC-DNA inh	p53 reactivation	ELG1 repair inh
- CCN(CC)S(=O)(=O)c1cccc(C(=O)N[C@H](C(=O)OCC(N)=O)C(C)C)c1
→ 1%	2	14%	2%	2%	-12%	2.8%	7%	-1%	13%
- Cc1nn(CCCC(=O)O)c(C)c1[N+](=O)[O-]
→ -4%	-2	1%	0%	0%	-1%	0.0%	11%	2%	3%
